Bioassay records as filed in PubChem BioAssay.
PLK1 PBD inh – inhibitors of human PLK1 polo-box domain binding | 360,000 tested, 2.8% active | Potency, µM, without a hit: max response, negative = inhibition, most hits filed as inhibitors | AID 720504 | P53350 | Plk1 PBD binding of FITC phosphopeptide, fluorescence polarization; further: potency means the concentration at half of the fitted maximal effect; series mostly up to about 57 µM; on the % scale 0 is the no-effect control and ±100 the full control effect; nearly all actives have a fitted effect of over 65% in size
Target sequence (P53350 whole entry, looked up, the tested form may be a part): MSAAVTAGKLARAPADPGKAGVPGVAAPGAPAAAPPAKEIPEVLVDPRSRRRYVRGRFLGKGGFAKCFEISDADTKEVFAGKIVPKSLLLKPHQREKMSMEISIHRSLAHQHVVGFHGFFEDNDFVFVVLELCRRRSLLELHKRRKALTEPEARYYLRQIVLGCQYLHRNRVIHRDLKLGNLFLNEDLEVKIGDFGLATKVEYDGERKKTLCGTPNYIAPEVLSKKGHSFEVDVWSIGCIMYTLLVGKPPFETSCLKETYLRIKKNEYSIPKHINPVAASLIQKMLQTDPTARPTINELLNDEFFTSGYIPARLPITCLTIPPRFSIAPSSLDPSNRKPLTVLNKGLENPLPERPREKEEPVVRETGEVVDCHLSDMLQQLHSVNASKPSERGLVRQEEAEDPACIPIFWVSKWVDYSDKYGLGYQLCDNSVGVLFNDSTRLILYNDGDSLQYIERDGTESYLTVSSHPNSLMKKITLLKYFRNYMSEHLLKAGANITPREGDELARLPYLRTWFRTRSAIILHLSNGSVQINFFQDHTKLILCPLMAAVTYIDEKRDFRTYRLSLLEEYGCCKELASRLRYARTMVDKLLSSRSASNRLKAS
GLP1R inv ag – GLP-1 receptor (human) inverse agonism | P43220 | HEK293 GLP-1R CRE-luciferase, luminescence, 24 h; GLP-1R form is constitutively active | Potency, µM (doses to about 38.3 µM), inactives show at the top dose activity change, negative = inhibition, hits mostly inhibitors | 410,000 tested, 1.6% active | AID 624417; further: potency means the concentration at half of the fitted maximal effect; on the % scale 0 is the no-effect control and ±100 the full control effect; nearly all actives have a fitted effect of over 55% in size
Target sequence (P43220 whole entry, looked up): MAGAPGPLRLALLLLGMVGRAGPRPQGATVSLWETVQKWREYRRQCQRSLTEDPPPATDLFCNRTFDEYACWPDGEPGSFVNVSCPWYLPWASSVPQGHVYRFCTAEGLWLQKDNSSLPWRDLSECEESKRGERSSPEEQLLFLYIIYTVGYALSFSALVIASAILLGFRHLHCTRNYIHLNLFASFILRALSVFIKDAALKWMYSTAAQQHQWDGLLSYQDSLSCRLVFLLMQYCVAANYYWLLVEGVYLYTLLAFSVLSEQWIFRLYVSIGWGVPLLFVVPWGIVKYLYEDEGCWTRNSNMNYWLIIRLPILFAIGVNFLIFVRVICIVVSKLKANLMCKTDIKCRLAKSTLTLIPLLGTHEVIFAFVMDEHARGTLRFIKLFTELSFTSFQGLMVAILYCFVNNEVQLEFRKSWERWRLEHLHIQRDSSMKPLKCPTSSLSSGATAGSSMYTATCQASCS
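Luminescence readout: a drop in cAMP-driven luciferase signal flags inverse agonism at a constitutively active GLP-1R stably expressed in HEK293. Compound exposure lasted 24 hr at 37 deg C, 5% CO2.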
PI5P4Ka inh – PI5P4K alpha (human) kinase inhibition | P48426 | 330,000 tested, 1.2% active | PI5P4Kalpha enzyme, ADP-Glo luminescence, 60 min; stronger effect = lower value | max response, % | AID 652105; active means max response of -50% or lower; inconclusive means between -30% and -50%; inactive means -30% or higher; further: value at the top dose of about 77 µM; on the % scale 0 is the no-effect control and ±100 the full control effect
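PI5P4Kalpha ADP-Glo assay; 5 microM ATP final; 60 min RT reaction; HEPES pH 7.4/EGTA/CHAPS, 5% DMSO; controls lacking substrate or enzyme; luminescent end-point.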
PTHR1 agonist – PTHR1 (human) receptor agonism. Q03431. HEK293 GP2 PTHR1 cells, GloSensor cAMP luminescence, 1 h. Potency, µM (series often up to 115 µM), without a hit: top-dose activation, actives largely listed as activators. 410,000 tested, 0.075% active; further: potency means the concentration at half of the fitted maximal effect; nearly all actives have a fitted effect of over 55% in size; some results filed as inactive show a strong effect at the top dose; inactives centre near -15; many of its hits are not listed in these tables
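HEK-293-derived GP2 cells expressing PTHR1 and a GloSensor cAMP reporter, 3,000/well, plated overnight, given luciferin plus IBMX (each 0.5 mM as added) for 1 h at 37 °C, then compound for 1 h at 37 °C. Luminescence was read after 15 min at room temperature.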
GLP-1R agonist – activates the human GLP-1 receptor; HEK293 GLP-1R CRE-luciferase, luminescence, 4-6 h; cells express a hypersensitive GLP-1R form; 380,000 tested, 0.007% active; Potency, µM (series often up to 45.6 µM), for inactives: top-dose activation, actives largely listed as activators; P43220; further: potency means the concentration at half of the fitted maximal effect; % of control where 0% means no effect
EPAC1 antagonist – blocks human EPAC1 exchange factor; EPAC1 GEF assay, Rap1b-BODIPY-GDP exchange fluorescence; AID 720709; Potency, µM (titrated, usually from 115 µM), without a hit: at the highest dose activity change, negative = inhibition, hits mostly inhibitors; O95398; 360,000 tested, 0.14% active;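 further: potency means the concentration at half of the fitted maximal effect; plate controls were vehicle for no effect and positive control for full effect; nearly all actives have a fitted effect of over 50% in size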
IL-2 act – activators of IL-2; activation, % (series mostly up to about 46 µM); IL-2 activation reporter assay, cell-based qHTS; stimulated with anti-CD3/CD4/CD28 beads; in transgenic mouse T cells; 360,000 tested, 0.065% active; in the data active means activation above about 50%; inconclusive means mostly about 30% to 49%; further: 0% is about no effect
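First, unstimulated transgenic mouse T cells were exposed to compound for 60 min. Next, anti-CD3/anti-CD4-coated beads with anti-CD28 were added. Finally, after 18 h at 37 degrees C, EGFP and DsRed were imaged.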
GLP1R cytotox – cytotoxicity in counter-screen for GLP-1R inverse agonists; HEK293 cAMP-luciferase reporter cells, luminescence, 24 h; Potency, µM (titrated, usually from 38.3 µM), for inactives: at the highest dose activity change, negative = inhibition, actives largely listed as inhibitors; 410,000 tested, 0.13% active; AID 624418;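 further: loss of luciferase light is scored as toxicity; potency means the concentration at half of the fitted maximal effect; on the % scale 0 is the no-effect control and ±100 the full control effect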
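Luminescence readout: signal drop marks cytotoxicity. Plated cells grew 12 h at 37 °C, 5% CO2, received 23 nL compound for 24 h, then got luciferase reagent, read after 12 min at RT.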
EPAC1 agonist – EPAC1 (human) agonism. O95398. EPAC1 agonist qHTS, biochemical assay; response scale: 100% = response to 6.5 mM cAMP. Potency, µM (titrated, usually from 154 µM), for the others: top-dose activation, most hits filed as activators. 360,000 tested, 0.073% active. AID 720707; further: potency means the concentration at half of the fitted maximal effect; nearly all actives have a fitted effect of over 60% in size
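Fluorescent GDP-exchange assay: 100 nM EPAC1 with 250 nM Rap1B preloaded with BODIPY-GDP and 50 uM GDP; compounds tested as concentration series, 5 min at room temperature, then read every 5 min for 30 min (ex 480/em 540 nm); normalized to 6.5 mM cAMP.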
* = called active by the depositor; [ ] = dose if it differs, or a comment. Unless noted, the call rests on the fitted dose curve; in most records, active means well fitted curve in the direction sought with a large enough effect; inconclusive means small, poorly fitted or top-dose-only effect, or another doubt; inactive means no such curve, though single readings can be large; an effect the other way counts as inactive or inconclusive. The list is partial; rates above refer to the full screens.

For O=C(Cc1ccccc1)N/N=C/c1cc(Br)cc(Br)c1O the results were PLK1 PBD inh -26%, GLP1R inv ag -21%, PI5P4Ka inh -57*, PTHR1 agonist -62%, GLP-1R agonist -7%, EPAC1 antagonist inconclusive, IL-2 act -3.7, GLP1R cytotox -1% and EPAC1 agonist -11%.
Cn1c(CNC(=O)CNC(=O)Cc2ccc(Cl)cc2)cc(=O)n(C)c1=O was read as PLK1 PBD inh -12%, GLP1R inv ag 10%, PI5P4Ka inh -1, PTHR1 agonist inactive, GLP-1R agonist 2%, EPAC1 antagonist 6%, IL-2 act -2.0, GLP1R cytotox -6% and EPAC1 agonist 13%.
CCOC(=O)c1c(NC(=O)C2C3C=CC(C3)C2C(=O)O)sc2c1CCC(C)C2 (configuration not stated) was read as PLK1 PBD inh -25%, GLP1R inv ag inconclusive, PI5P4Ka inh -12, PTHR1 agonist -4%, GLP-1R agonist 23%, EPAC1 antagonist -8%, IL-2 act 2.9, GLP1R cytotox -2% and EPAC1 agonist -7%.
For Cc1cc(C)cc(-n2ccnc2SCC(=O)O)c1 the results were PLK1 PBD inh -13%, GLP1R inv ag 3%[0.307 µM], PI5P4Ka inh -7, PTHR1 agonist inactive, GLP-1R agonist -4%, EPAC1 antagonist 3%, IL-2 act 0.6, GLP1R cytotox -10%[0.307 µM] and EPAC1 agonist 1%.
For COc1cc(C(=O)COC(=O)c2ccc([N+](=O)[O-])o2)cc(OC)c1OC the results were PLK1 PBD inh -7%, GLP1R inv ag 12%, PI5P4Ka inh 0, PTHR1 agonist inactive, GLP-1R agonist -5%, EPAC1 antagonist -5%, IL-2 act -3.4, GLP1R cytotox 6% and EPAC1 agonist 7%.
`CCCCn1c(-c2ccc(Br)cc2F)nc2c1c(=O)[nH]c(=O)n2CC(C)C` gave PLK1 PBD inh -7%, GLP1R inv ag inconclusive, PI5P4Ka inh -7, PTHR1 agonist inactive, GLP-1R agonist 22%, EPAC1 antagonist -7%, IL-2 act -3.1, GLP1R cytotox 2% and EPAC1 agonist 3%.
O=[N+]([O-])c1ccc(S(=O)(=O)N(CCCN2CCOCC2)Cc2cccs2)cc1 was read as PLK1 PBD inh -2%, GLP1R inv ag 2%, PI5P4Ka inh 0, PTHR1 agonist inactive, GLP-1R agonist -1%, EPAC1 antagonist -9%, IL-2 act 0.8, GLP1R cytotox 7% and EPAC1 agonist 3%.
For COc1cccc(CCC(=O)N2CCC(n3nccc3NC(=O)CC(C)C)CC2)c1 the results were PLK1 PBD inh -13%, GLP1R inv ag 19%, PI5P4Ka inh 3, PTHR1 agonist -3%, GLP-1R agonist 1%, EPAC1 antagonist -15%, IL-2 act -2.7, GLP1R cytotox 7% and EPAC1 agonist 3%.
For c1csc(C(c2nnnn2C2CCCC2)N2CCCC3(CCCCC3)C2)c1 (configuration not stated) the results were PLK1 PBD inh -4%, GLP1R inv ag inconclusive, PI5P4Ka inh 11, PTHR1 agonist -1%[57.5 µM], GLP-1R agonist -3%, EPAC1 antagonist -2%, IL-2 act -3.5, GLP1R cytotox 94%[activator] and EPAC1 agonist -6%.
COc1cc(N)c(Cl)cc1C(=O)NC1CCN(Cc2ccccc2)CC1 was read as PLK1 PBD inh -7%, GLP1R inv ag -23%, PI5P4Ka inh 7, PTHR1 agonist -3%, GLP-1R agonist 5%, EPAC1 antagonist -6%, IL-2 act -0.4, GLP1R cytotox -4% and EPAC1 agonist -11%.
For N#Cc1ccccc1S(=O)(=O)N1CCN(C(=O)Cc2coc3cc(O)ccc23)CC1 the results were PLK1 PBD inh -11%, GLP1R inv ag -13%, PI5P4Ka inh inconclusive, PTHR1 agonist -15%, GLP-1R agonist 1%, EPAC1 antagonist inconclusive, IL-2 act 3.6, GLP1R cytotox 1% and EPAC1 agonist 4%.
C=C1CC(COc2ccc3c(C)c(Cl)c(=O)oc3c2)(c2ccccc2)OC1=O (configuration not stated) was read as PLK1 PBD inh -5%, GLP1R inv ag inconclusive, PI5P4Ka inh 10, PTHR1 agonist -36%[inhibitor], GLP-1R agonist -40%[inhibitor], EPAC1 antagonist -17%, IL-2 act -5.3, GLP1R cytotox inconclusive and EPAC1 agonist -1%.
`CCOC(=O)c1ccc2c(c1)nc(COc1ccc(OC)cc1)n2CC` gave PLK1 PBD inh -4%, GLP1R inv ag 0%, PTHR1 agonist -4%[57.5 µM], GLP-1R agonist 2%, EPAC1 antagonist 5%, IL-2 act 0.3, GLP1R cytotox inconclusive and EPAC1 agonist 3%.
`C[C@H](CO)N1C[C@H](C)[C@@H](CN(C)C(=O)Nc2ccc(C(F)(F)F)cc2)Oc2c(NC(=O)NC3CCCCC3)cccc2C1=O` gave PLK1 PBD inh -6%, GLP1R inv ag inconclusive, PI5P4Ka inh -6, PTHR1 agonist -10%, GLP-1R agonist -3%, EPAC1 antagonist -22%, IL-2 act -0.8, GLP1R cytotox 12% and EPAC1 agonist -23%.
COc1ccccc1CNC(=O)Nc1nc(C(N)CCc2ccccc2)cs1 (configuration not stated) was read as PLK1 PBD inh -7%, GLP1R inv ag -9%, PI5P4Ka inh 5, PTHR1 agonist inactive, GLP-1R agonist -9%, EPAC1 antagonist 1%, IL-2 act -0.5, GLP1R cytotox 6% and EPAC1 agonist -1%.
Screening CCOc1ccc(NC(=O)c2oc3ccccc3c2NC(=O)COc2cccc(OC)c2)cc1 returned GLP1R inv ag -1%, PTHR1 agonist -19%, GLP-1R agonist 2% and GLP1R cytotox 4%.
`Cc1ccccc1NC(=O)COC(=O)CCc1nc2ccccc2c(=O)[nH]1` gave PLK1 PBD inh -7%, GLP1R inv ag 4%, PI5P4Ka inh -2, PTHR1 agonist 19%, GLP-1R agonist -4%, EPAC1 antagonist 11%, IL-2 act 1.4, GLP1R cytotox 6% and EPAC1 agonist -8%.
Screening O=[N+]([O-])c1cccc(/C=N/Nc2nc(NCc3ccccc3)nc(N3CCOCC3)n2)c1O returned PLK1 PBD inh -9%, GLP1R inv ag -40%, PI5P4Ka inh inconclusive, PTHR1 agonist -7%, GLP-1R agonist -5%, EPAC1 antagonist -28%, IL-2 act -0.5, GLP1R cytotox inconclusive and EPAC1 agonist 2%.
Screening CN(C)CCCn1c(NC(=O)C2CCCCC2)nc2ccccc21 returned PLK1 PBD inh 2%, GLP1R inv ag -20%, PTHR1 agonist -5%[57.5 µM], GLP-1R agonist -3%, EPAC1 antagonist 2%, IL-2 act -1.2, GLP1R cytotox -6% and EPAC1 agonist 4%.
`Cc1cc(C)cc(NC(=O)C(=O)NCCCN2CCCC2=O)c1` gave PLK1 PBD inh 3%, GLP1R inv ag 7%, PI5P4Ka inh 0, PTHR1 agonist -16%, GLP-1R agonist -15%, EPAC1 antagonist 0%, IL-2 act -0.7, GLP1R cytotox -1% and EPAC1 agonist 9%.
For CCOc1ccc(N=Cc2ccccc2O)cc1 the results were PLK1 PBD inh -1%, GLP1R inv ag 7%, PI5P4Ka inh -7, PTHR1 agonist -15%, GLP-1R agonist 0%, EPAC1 antagonist 7%, IL-2 act -0.6, GLP1R cytotox -14% and EPAC1 agonist -1%.
For O=C(O)CC1(CC(=O)NCc2cccc(Cl)c2)CCCCC1 the results were PLK1 PBD inh -6%, GLP1R inv ag 16%, PI5P4Ka inh 0, PTHR1 agonist inconclusive, GLP-1R agonist 0%, EPAC1 antagonist -5%, IL-2 act -2.3, GLP1R cytotox 3% and EPAC1 agonist 9%.
`Cc1cccc(NC(=S)N(CCc2nc3cc(C)c(C)cc3[nH]2)Cc2cccnc2)c1` gave PLK1 PBD inh -5%, GLP1R inv ag -12%, PTHR1 agonist -11%[57.5 µM], GLP-1R agonist 0%, EPAC1 antagonist 9%, IL-2 act -1.7, GLP1R cytotox -2% and EPAC1 agonist 16%.
Screening O=C(CN(Cc1ccc(Br)cc1)S(=O)(=O)c1ccccc1)NCc1ccccn1 returned PLK1 PBD inh -5%, GLP1R inv ag -22%, PI5P4Ka inh -4, PTHR1 agonist -30%[inhibitor], GLP-1R agonist -13%, EPAC1 antagonist inconclusive, IL-2 act -3.6, GLP1R cytotox 14% and EPAC1 agonist 9%.
For O=C(CCn1c(=S)oc2ccccc21)NC1CCCCCCC1 the results were PLK1 PBD inh -2%, GLP1R inv ag 11%, PI5P4Ka inh 1, PTHR1 agonist -7%, GLP-1R agonist 7%, EPAC1 antagonist 0%, IL-2 act 2.1, GLP1R cytotox -3% and EPAC1 agonist 4%.
`COCCNC(=O)CSc1nc(N)c(NC(=O)c2ccccc2F)c(=O)[nH]1` gave PLK1 PBD inh -8%, GLP1R inv ag -1%, PI5P4Ka inh 5, PTHR1 agonist -24%, GLP-1R agonist -1%, EPAC1 antagonist inconclusive, IL-2 act -0.2, GLP1R cytotox 73%[activator] and EPAC1 agonist 2%.
Screening O=C(N/N=C\c1ccc(-c2ccccc2[N+](=O)[O-])o1)C1COc2cc3ccccc3cc2O1 (configuration not stated) returned PLK1 PBD inh -24%, GLP1R inv ag inconclusive, PI5P4Ka inh -19, PTHR1 agonist -48%[inhibitor], GLP-1R agonist -27%, EPAC1 antagonist -14%, IL-2 act -2.1, GLP1R cytotox -24% and EPAC1 agonist 13%.
For COC1CCCN(C(=O)c2ccc3nc(Cc4cccc(Cl)c4)oc3c2)C1 (configuration not stated) the results were PLK1 PBD inh -3%, GLP1R inv ag 68%[activator], PI5P4Ka inh 1, PTHR1 agonist inactive, GLP-1R agonist 20%, EPAC1 antagonist -12%, IL-2 act -1.3, GLP1R cytotox -17% and EPAC1 agonist -11%.
NNC(=O)c1ccc(Cn2cccn2)o1 was read as PLK1 PBD inh 5%, GLP1R inv ag -11%, PI5P4Ka inh -1, PTHR1 agonist -5%, GLP-1R agonist 5%, EPAC1 antagonist 3%, IL-2 act -0.6, GLP1R cytotox 4% and EPAC1 agonist -2%.
